High-throughput results: PubChem, National Center for Advancing Translational Sciences (NCATS)
Anesthetic bind: qHTS Assay for Identification of Novel General Anesthetics. apoferritin/1-aminoanthracene competitive binding, fluorescence. Potency, µM (highest dose often 77.5 µM), without a hit: top-dose activity change, negative = displacement, usual class: inhibitors. actives 0.074% (n = 350,000); note: potency is the fitted concentration of half-maximal effect; % is set by controls: 0 for no effect and ±100 for the full control effect; nearly all actives have a fitted effect of over 20% in size
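Read-out: endpoint 1-AMA fluorescence, excitation 380 nm and emission 535 nm, after compounds sit 10 min at room temperature with 10 uM horse-spleen apoferritin in 50% saturated 1-AMA/PBS. Values come from four-parameter Hill fits.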
POLB inh: qHTS Assay for Inhibitors of DNA Polymerase Beta. AID 485314, 2010. Potency, µM (highest dose often 114 µM), for the others: at the highest dose activity change, negative = inhibition, usual class: inhibitors. P06746. actives 1.3% (n = 340,000). Pol beta primer extension/strand displacement, fluorescence kinetic; note: potency is the fitted concentration of half-maximal effect; % is set by controls: 0 for no effect and ±100 for the full control effect
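Human Pol beta at 10 nM; strand-displacement substrate 50 nM final. Compound exposure 15 min at room temperature before start, reaction 10 min at room temperature.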
POLI inh: qHTS for Inhibitors of Polymerase Iota; Pol iota fluorescent replication assay, 10 min; Potency, µM (series often up to 115 µM), without a hit: at the top dose activity, negative = inhibition, usual class: inhibitors; AID 588590, 2011; actives 1% (n = 390,000); note: potency is the fitted concentration of half-maximal effect
Target sequence (Q9UNA4 whole entry, looked up): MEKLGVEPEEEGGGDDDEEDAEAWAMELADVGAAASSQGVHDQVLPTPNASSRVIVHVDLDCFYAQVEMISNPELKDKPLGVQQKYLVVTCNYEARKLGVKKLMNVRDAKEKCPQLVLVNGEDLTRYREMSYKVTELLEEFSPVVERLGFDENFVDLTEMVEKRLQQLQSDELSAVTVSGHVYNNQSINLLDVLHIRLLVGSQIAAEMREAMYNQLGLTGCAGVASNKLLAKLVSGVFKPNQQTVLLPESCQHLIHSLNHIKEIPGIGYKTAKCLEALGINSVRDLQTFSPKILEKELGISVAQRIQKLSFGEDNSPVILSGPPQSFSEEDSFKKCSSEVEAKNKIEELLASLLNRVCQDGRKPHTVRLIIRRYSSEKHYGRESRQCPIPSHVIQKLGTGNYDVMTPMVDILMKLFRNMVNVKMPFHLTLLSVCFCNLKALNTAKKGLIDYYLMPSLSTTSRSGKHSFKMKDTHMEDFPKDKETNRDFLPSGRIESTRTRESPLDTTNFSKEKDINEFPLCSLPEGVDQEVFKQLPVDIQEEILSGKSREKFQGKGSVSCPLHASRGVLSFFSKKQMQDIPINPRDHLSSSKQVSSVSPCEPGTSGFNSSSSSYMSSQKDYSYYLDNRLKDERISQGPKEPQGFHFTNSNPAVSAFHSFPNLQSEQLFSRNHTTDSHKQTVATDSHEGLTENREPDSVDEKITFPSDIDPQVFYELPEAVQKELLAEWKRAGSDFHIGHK
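Pol iota at 10 nM preincubated 15 min with compounds at room temperature; reaction started with fluorescent substrate, 50 nM final. Fluorescence read kinetically at 0 and 10 min; buffer-only wells as negative control.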
LDHA block: qHTS assay for inhibitors of human lactate dehydrogenase; L-lactate dehydrogenase A chain (Homo sapiens), P00338; purified LDHA, NADH/diaphorase-resazurin fluorescence; stronger effect = lower value; activity change, % (values are at about 110 or 230 µM); actives 0.15% (n = 480,000); AID 1347041, 2019; in the data active = activity change below about -30%; inconclusive = mostly about -25% to -30%;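 note: plate controls were DMSO wells for no effect and wells without enzyme for full effect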
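LDH5 2 nM; NADH 0.06 mM, pyruvate 0.2 mM; 200 mM Tris pH 7.4, EDTA, Tween-20; 5 min RT. Detection: diaphorase 0.133 mg/mL + resazurin 37 µM, fluorescence ex540/em590 at 0 and 20 min; normalized to enzyme-free and DMSO wells.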
Glioma ERSR ind: qHTS for Inducers of the Endoplasmic Reticulum Stress Response (ERSR) in Human Glioma: qHTS; U87-MG GRP78 promoter luciferase reporter, 16 h; Potency, µM, inactives show at the highest dose activation, most hits filed as activators; actives 0.02% (n = 420,000); AID 602332, 2012; note: potency is the fitted concentration of half-maximal effect; series mostly up to about 76 µM; % of control where 0% means no effect; nearly all actives have a fitted effect of over 35% in size
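ERSR induction read as luciferase luminescence (Bright-Glo, 10 min at room temperature) in stably transfected human U87-MG glioma cells exposed to compounds for 16 h, using GRP78 as sensor.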
APE1 inh: qHTS Assay for Inhibitors of the Human Apurinic/apyrimidinic Endonuclease 1 (APE1); recombinant APE1, TAMRA/BHQ-2 abasic DNA cleavage fluorescence; Potency, µM (top dose mostly 65.8 µM), for the others: at the top dose activity change, negative = inhibition, most hits filed as inhibitors; actives 0.35% (n = 350,000); AID 2517, 2012;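 note: potency is the fitted concentration of half-maximal effect; plate controls were vehicle for no effect and reference inhibitor for full effect; nearly all actives have a fitted effect of over 55% in size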
Target sequence (P27695 whole entry, looked up): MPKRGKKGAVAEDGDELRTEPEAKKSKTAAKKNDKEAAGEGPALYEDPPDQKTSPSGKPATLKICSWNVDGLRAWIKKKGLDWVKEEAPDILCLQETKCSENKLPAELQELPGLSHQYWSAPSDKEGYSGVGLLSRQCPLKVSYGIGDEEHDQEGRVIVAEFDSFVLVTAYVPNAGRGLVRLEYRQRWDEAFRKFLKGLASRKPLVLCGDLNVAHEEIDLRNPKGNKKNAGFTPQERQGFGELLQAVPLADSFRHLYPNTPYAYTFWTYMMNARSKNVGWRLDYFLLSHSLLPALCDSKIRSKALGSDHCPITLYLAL
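APE1 at 0.75 nM preincubated 15 min at room temperature with compound. Reaction then started with 50 nM double-stranded THF-abasic substrate labelled with TAMRA/BHQ-2, and 525/598 nm fluorescence read kinetically. Activity taken as third-minus-first read difference, normalized to DMSO and NSC13755 controls.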
Pol kappa inh: qHTS for Inhibitors of Polymerase Kappa; AID 588579, 2011; actives 0.53% (n = 400,000); DNA polymerase kappa (Homo sapiens), Q9UBT6; purified Pol kappa, fluorescent DNA synthesis assay, 10 min; Potency, µM (titrated, usually from 107 µM), without a hit: at the top dose activity, negative = inhibition, usual class: inhibitors; note: potency is the fitted concentration of half-maximal effect; % is set by controls: 0 for no effect and ±100 for the full control effect
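Kinetic fluorescence screen: compound preincubated 15 min RT with 10 nM enzyme; 50 nM substrate (final) initiates; reads at 0/10 min.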
BLM inh: qHTS Assay for Inhibitors of Bloom's syndrome helicase (BLM); actives 0.2% (n = 350,000); Potency, µM (highest dose often 56.1 µM), without a hit: at the highest dose activity change, negative = inhibition, hits mostly inhibitors; recombinant BLM DNA unwinding, fluorescence dequenching;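 note: potency is the fitted concentration of half-maximal effect; plate controls were vehicle for no effect and no enzyme for full effect; nearly all actives have a fitted effect of over 35% in size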
POLH inh: qHTS for Inhibitors of Polymerase Eta; DNA polymerase eta (Homo sapiens), Q9Y253; recombinant Pol eta, fluorescent DNA replication assay; Potency, µM (top dose mostly 114 µM), inactives show top-dose activity change, negative = inhibition, hits mostly inhibitors; actives 1.2% (n = 390,000); note: potency is the fitted concentration of half-maximal effect; % is set by controls: 0 for no effect and ±100 for the full control effect
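Pol eta at 10 nM preincubated with compounds 15 min at room temperature; reaction started with fluorescent substrate (50 nM final) and read kinetically at 0 and 10 min.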
The depositor's hits bear a star; ? = inconclusive; · = no result given; & = joins results of further samples; [ ] = remark or other dose. Unless noted, calls come from the whole dose curve; as a rule, active = well fitted curve in the direction sought with a large enough effect; inconclusive = small, poorly fitted or top-dose-only effect, or another doubt; inactive = no such curve, though single readings can be large; an effect the other way counts as inactive or inconclusive. Not all compounds are listed. The share of hits here may be higher or lower than overall.

Compound	Anesthetic bind	POLB inh	POLI inh	LDHA block	Glioma ERSR ind	APE1 inh	Pol kappa inh	BLM inh	POLH inh
COc1ccccc1CNC(=O)c1ccc(C)c(-n2cnc3cccnc32)c1	-12%	-7%	38%[activator]	-5	1%	·	4%	-1%	-13%
C=C1C=C(C(F)F)n2ncc(C(=O)NCc3ccc(OC)c(OC)c3)c2N1	·	·	16%	1	-2%	·	0%	·	·
COc1ccc(-n2cc(-c3ccccc3)nc2SCC(=O)Nc2ccccc2)cc1Cl	47%[activator]	0%	32%[activator]	-2	-5%	·	-6%[60.1 µM]	-9%	-13%
CC(C)(C)N1C(=O)[C@H]2[C@@H](c3ccc(Br)cc3)N3C(=O)N(c4ccccc4)C(=O)[C@@]3(Cc3ccccc3)[C@H]2C1=O	·	·	13%	-5	-4%	25%	-25%	·	-18%
O=c1oc2ccccc2c2c1SC(C(F)(F)F)C2 (centres undefined)	-7%	21%	4%	-6	1%	1%	-11%	0%	-3%
CC1(C)NC(=O)N(CC(=O)OCC(=O)c2ccc(Cl)s2)C1=O	·	·	22%	-1	2%	-4%	-9%	·	3%
O=C(COC(=O)c1ccc(CO)cc1)Nc1ccc2ccccc2c1	·	·	?	-3	1%	-3%	8%	·	-22%
COc1ccc(S(=O)(=O)N(Cc2cc3cc(C)ccc3[nH]c2=O)CC2CCCO2)cc1 (centres undefined)	-18%	-22%	2%	-3	0%	0%	-19%	1%	-21%
CCOc1ccc(NC(=O)CSc2nc(N3CCOCC3)nc(N3CCOCC3)n2)cc1	-4%	46%	24%	-1	-3%	12%	-7%	-9%	-23%
O=C(CSc1nccn1Cc1ccccc1)Nc1ccc2c(c1)OCO2	-2%	-4%	11%	-2	-1%	·	-8%[60.1 µM]	-7%	-7%
O=S(=O)(c1ccccc1)N(Cc1nc(-c2ccccc2)no1)C1CCCCC1	64%[activator]	-1%	-10%	-3	2%	-3%	-13%	-12%	-22%
COc1ccc(NS(=O)(=O)c2cccc(C(=O)N3CCCCCCC3)c2)cc1	·	·	-6%	-1	-5%	5%	9%	·	-21%
Cc1ccc(Cn2nnc3c(=O)[nH]c(C(=O)NCc4ccco4)nc32)cc1	-14%	-7%	3%	2	-2%	-1%	-7%	2%	-12%
COc1ccc(OC)c(Nc2nc(NCc3ccco3)c3ccccc3n2)c1	46%[activator]	-20%	28%	0	-6%	-8%	-4%	28µM*	-28%
CN(C)c1ccc(CNc2ccc3c(c2)ncn3C)cc1	-13%	22%	63%[activator]	8	-2%	0%	-9%	-7%	-4%
CSc1ncc(CNc2cc([N+](=O)[O-])ccc2C)c(N)n1	·	·	-1%	2	0%	·	-12%	·	-14%
COc1ccccc1/C=N/n1cnnc1	1%	-2%	-26%	-3	-1%	3%	-6%	-2%	-9%
Cc1ccc(C(=O)Oc2coc(CSc3nnc(NC(=O)c4cccs4)s3)cc2=O)cc1	-5%	25µM*	?	-3	-5%	3%	?	-19%	?
Cc1ccc(OCc2nc(-c3ccc(C(=O)NCCc4ccc(S(N)(=O)=O)cc4)cc3)oc2C)cc1	-16%	30%	79µM*	-1	-4%	·	3%	-6%	5%
O=S(=O)(c1ccccc1)c1nc(-c2ccco2)oc1NCc1ccccc1	-8%	1%	9%	6	0%	-5%	-9%	-11%	-4%
CC(C)C[C@H]1CNC(=S)N1CC1CCCN1C[C@H](Cc1ccccc1)N1C[C@H](Cc2ccc(O)cc2)N(CC2CCCCC2)C1=S (some centres undefined)	·	·	32%[activator]	-4	1%	·	-5%	·	-12%
CCOc1ccc(-c2nonc2NC(=O)c2oc3ccc(Cl)cc3c2C)cc1	-13%	40%	-10%	2	-6%	·	7%	-3%	4%
CCN(CC(=O)Nc1ccc(OC)cc1)C(=O)c1ccc([N+](=O)[O-])cc1	-3%	3%	19%	0	-3%	9%	-7%	2%	4%
CC(=O)Nc1cccc(OC(=O)N2CCOCC2)c1	36%[activator]	3%	5%	-9	-3%	-1%	-9%	-9%	-12%
CC(=O)CC(C)(C)Nc1nc2ccc([N+](=O)[O-])cc2o1	?	24%	23%	-6	0%	-4%	-4%	-2%	-2%
Cc1ccc(S(=O)(=O)N(C)CC(=O)N2CCC(C(N)=O)CC2)cc1	-4%	2%	24%	-5	4%	42%[activator]	2%	-1%	12%
COc1ccc(C2CC(c3ccccc3)=NN2S(=O)(=O)c2ccc(C)cc2)c(OC)c1 (centres undefined)	29%	-1%	20%	1	-5%	8%	-3%	-9%	?
CCCCSc1nnc(CCNC(=O)OC(C)(C)C)o1	-2%	3%	73%[activator]	-11	-7%	2%	1%	-2%	-14%
CCc1cc(C(=O)Nc2cc(S(=O)(=O)N3CCOCC3)ccc2N2CCN(CC)CC2)sc1C	·	·	4%	-3	-3%	·	-4%	·	-9%
Cc1ccc(S(=O)(=O)C(C#N)c2nc3ccccc3nc2N2CCN(C)CC2)cc1 (centres undefined)	-10%	0%	17%	5	-2%	-4%	-3%	-6%	-6%

Exported with values under each structure: entries from further up
Fields: Anesthetic bind, POLB inh, POLI inh, LDHA block, Glioma ERSR ind, APE1 inh, Pol kappa inh, BLM inh, POLH inh
COc1ccccc1/C=N/n1cnnc1
    1%, -2%, -26%, -3, -1%, 3%, -6%, -2%, -9%
Cc1ccc(C(=O)Oc2coc(CSc3nnc(NC(=O)c4cccs4)s3)cc2=O)cc1
    -5%, 25µM*, ?, -3, -5%, 3%, ?, -19%, ?

(cont.)
Compound	Anesthetic bind	POLB inh	POLI inh	LDHA block	Glioma ERSR ind	APE1 inh	Pol kappa inh	BLM inh	POLH inh
CC(C)(C)C1=CC(=Nc2ccccc2N)C=C(C(C)(C)C)C1=O	-13%	44%	2%	14	0%	5%	-20%	-1%	-19%
Cc1ccc2nsnc2c1S(=O)(=O)N(Cc1ccco1)Cc1cc2ccc(C)c(C)c2[nH]c1=O	-14%	22%	12%	-8	-1%	-10%	-5%	-1%	-16%
c1ccc(CSCc2ccccc2)cc1	·	·	8%	-2	-2%	23%&0%	-2%	·	-2%
COc1ccc(S(=O)(=O)N2CCOCC2)cc1NC(=O)/C=C/c1ccccc1	·	·	23%	1	0%	27%	-9%	·	-19%
O=C(O)c1ccc2c(=O)n(-c3ccccc3)c(=S)[nH]c2c1	5%	1%	-2%	3	0%	5%	7%	0%	-8%
CCOc1ccc2nc(N3CCCC(C(=O)Nc4ccc(Br)c(C)c4)C3)sc2c1 (centres undefined)	-6%	-14%	19%	-13	-1%	·	-17%	0%	-15%
Cc1ccc(S(=O)(=O)NCCC(=O)N2CCN(C/C=C/c3ccccc3)CC2)cc1	·	·	11%	-5	-3%	1%	-9%	·	-3%
COc1ccc2oc(CS(=O)c3ccccc3)c(C(=O)O)c2c1 (centres undefined)	-7%	-22%	-11%	-3	0%	9%	-3%	4%	5%
Cc1ccc(/C=C2\Oc3cc(OC(=O)N4CCOCC4)ccc3C2=O)cc1	-8%	44%	122%[activator]	-7	0%	4%	-7%	-3%	-9%
O=C(O)c1ccc(C(=O)O)c(C(=O)c2ccc(NC(=O)c3ccccc3)cc2)c1	9%	20%	-11%	-2	-5%	7%	-11%	-6%	-9%
CCN(CC)CCNc1ncnc2c1[nH]c1ccc(OC)cc12	?	-12%	·	·	·	1%	·	-5%	·
CCOC(=O)[C@H]1[C@H]2COc3cc(OC)ccc3[C@@H]2N2C(=O)CN(Cc3ccco3)C(=O)[C@@]12C	·	·	5%	-2	-2%	-13%	-16%	·	5%
CCOc1ccc(NC(=S)N2CCN(CCN3C(=O)c4cccc5cccc(c45)C3=O)CC2)cc1	-10%	0%	15%	-2	-2%	-2%	2%	-7%	?
O=C(NCCc1csc(-c2ccc(C(F)(F)F)cc2)n1)c1cccs1	-9%	-10%	15%	6	3%	-4%	2%	-7%	-28%

Of the compounds above, these contain a furan ring, fused or not.
Compound	Anesthetic bind	POLB inh	POLI inh	LDHA block	Glioma ERSR ind	APE1 inh	Pol kappa inh	BLM inh	POLH inh
Cc1ccc(Cn2nnc3c(=O)[nH]c(C(=O)NCc4ccco4)nc32)cc1	-14%	-7%	3%	2	-2%	-1%	-7%	2%	-12%
COc1ccc(OC)c(Nc2nc(NCc3ccco3)c3ccccc3n2)c1	46%[activator]	-20%	28%	0	-6%	-8%	-4%	28µM*	-28%
O=S(=O)(c1ccccc1)c1nc(-c2ccco2)oc1NCc1ccccc1	-8%	1%	9%	6	0%	-5%	-9%	-11%	-4%
CCOc1ccc(-c2nonc2NC(=O)c2oc3ccc(Cl)cc3c2C)cc1	-13%	40%	-10%	2	-6%	·	7%	-3%	4%
Cc1ccc2nsnc2c1S(=O)(=O)N(Cc1ccco1)Cc1cc2ccc(C)c(C)c2[nH]c1=O	-14%	22%	12%	-8	-1%	-10%	-5%	-1%	-16%
COc1ccc2oc(CS(=O)c3ccccc3)c(C(=O)O)c2c1 (centres undefined)	-7%	-22%	-11%	-3	0%	9%	-3%	4%	5%
CCOC(=O)[C@H]1[C@H]2COc3cc(OC)ccc3[C@@H]2N2C(=O)CN(Cc3ccco3)C(=O)[C@@]12C	·	·	5%	-2	-2%	-13%	-16%	·	5%
